Screens (PubChem)
BLM helicase inh – blocks DNA unwinding by human BLM helicase; P54132; recombinant BLM DNA unwinding, fluorescence dequenching; Potency, µM (doses to about 56.1 µM), inactives show at the top dose activity change, negative = inhibition, usual class: inhibitors; 0.2% of 350,000 active; AID 2528;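 note: potency is the fitted concentration of half-maximal effect; plate controls were vehicle for no effect and no enzyme for full effect; nearly all actives have a fitted effect of over 35% in size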
TRHR ag – TRH receptor (human) agonism; P34981; TRHR cells, calcium flux fluo-8, FDSS agonist mode; activation, % at 2 µM; 0.18% of 360,000 active; in the data active = activation above about 30%; note: 0% is about no effect
Target sequence (P34981 whole entry, looked up): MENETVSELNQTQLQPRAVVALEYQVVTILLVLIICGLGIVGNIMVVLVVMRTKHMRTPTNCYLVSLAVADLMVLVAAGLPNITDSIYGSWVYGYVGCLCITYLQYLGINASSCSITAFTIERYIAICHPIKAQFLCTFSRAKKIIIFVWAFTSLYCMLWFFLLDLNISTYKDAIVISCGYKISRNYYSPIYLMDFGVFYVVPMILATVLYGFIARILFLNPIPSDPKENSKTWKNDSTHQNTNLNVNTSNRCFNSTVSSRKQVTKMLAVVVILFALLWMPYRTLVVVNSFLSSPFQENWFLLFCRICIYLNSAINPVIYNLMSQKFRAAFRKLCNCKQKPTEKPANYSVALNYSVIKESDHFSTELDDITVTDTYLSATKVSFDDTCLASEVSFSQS
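Steps: seed TRHR cells overnight; add fluo-8 no-wash Ca dye, RT 30 min–1.5 h; record 10 s baseline; pin-transfer compounds; monitor fluorescence 1 cycle/s for the agonist window. Calcium increases flag candidate agonists.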
ALOX12 inh – inhibitors of human 12S-lipoxygenase ALOX12; P18054; purified 12hLO, xylenol orange hydroperoxide absorbance; 1.1% of 580,000 active; Potency, µM (series often up to 108 µM), inactives show at the highest dose activity change, negative = inhibition, actives largely listed as inhibitors; note: potency is the fitted concentration of half-maximal effect; % is set by controls: 0 for no effect and ±100 for the full control effect
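Purified human 12hLO (150 nM final) in 25 mM Hepes, 0.01% Triton X-100, pH 7.0 was preincubated 15 min at room temperature with compound. Then 40 uM arachidonic acid was added, 30 min. Hydroperoxide was read by Fe-XO absorbance ratio 573/405 nm.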
POLI inh – DNA polymerase iota (human) inhibition. Q9UNA4. Pol iota fluorescent replication assay, 10 min. Potency, µM (highest dose often 115 µM), for inactives: at the top dose activity, negative = inhibition, hits mostly inhibitors. 1% of 390,000 active; note: potency is the fitted concentration of half-maximal effect
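Pol iota at 10 nM preincubated 15 min with compounds at room temperature; reaction started with fluorescent substrate, 50 nM final. Fluorescence read kinetically at 0 and 10 min; buffer-only wells as negative control.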
POLK inh – blocks human DNA polymerase kappa activity; AID 588579; Q9UBT6; Potency, µM (doses to about 107 µM), without a hit: at the highest dose activity, negative = inhibition, usual class: inhibitors; 0.53% of 400,000 active; purified Pol kappa, fluorescent DNA synthesis assay, 10 min; note: potency is the fitted concentration of half-maximal effect; % is set by controls: 0 for no effect and ±100 for the full control effect
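Kinetic fluorescence screen: compound preincubated 15 min RT with 10 nM enzyme; 50 nM substrate (final) initiates; reads at 0/10 min.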
Pol beta inh – inhibitors of human DNA polymerase beta; 1.3% of 340,000 active; Pol beta primer extension/strand displacement, fluorescence kinetic; P06746; Potency, µM (doses to about 114 µM), inactives show at the top dose activity change, negative = inhibition, hits mostly inhibitors; note: potency is the fitted concentration of half-maximal effect; % is set by controls: 0 for no effect and ±100 for the full control effect
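Enzyme-only controls used 10 nM Pol beta; buffer lacking enzyme served as negative control. Compound preincubated 15 min, then 50 nM substrate added; 0 and 10 min reads at room temperature.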
APEX1 inh – APE1 (human) endonuclease inhibition. Potency, µM (titrated, usually from 65.8 µM), for the others: top-dose activity change, negative = inhibition, hits mostly inhibitors. 0.35% of 350,000 active. P27695. AID 2517. recombinant APE1, TAMRA/BHQ-2 abasic DNA cleavage fluorescence;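 note: potency is the fitted concentration of half-maximal effect; plate controls were vehicle for no effect and reference inhibitor for full effect; nearly all actives have a fitted effect of over 55% in size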
Target sequence (P27695 whole entry, looked up): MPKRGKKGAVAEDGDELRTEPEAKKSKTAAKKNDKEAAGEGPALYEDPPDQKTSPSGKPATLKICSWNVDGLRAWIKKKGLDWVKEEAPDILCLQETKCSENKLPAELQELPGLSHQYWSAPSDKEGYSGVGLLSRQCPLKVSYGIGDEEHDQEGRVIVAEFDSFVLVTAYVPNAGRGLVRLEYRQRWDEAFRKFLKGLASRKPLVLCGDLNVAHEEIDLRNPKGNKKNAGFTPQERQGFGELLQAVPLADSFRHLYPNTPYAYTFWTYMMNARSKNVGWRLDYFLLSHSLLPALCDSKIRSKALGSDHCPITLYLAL
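Measures dequenching upon AP-site incision of a 5'-TAMRA/3'-BHQ-2 THF-containing duplex, 50 nM; human APE1 0.75 nM after 15 min room-temperature exposure to compound; kinetic three-point read at one-minute spacing.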
ERG-DNA inh – ERG Ets/DNA interaction inhibition | Potency, µM (top dose mostly 76.9 µM), for inactives: at the highest dose FP activity, negative = inhibition, usual class: inhibitors | fluorescence polarization, His-ERG Ets domain / labelled DNA | P11308 | 0.028% of 370,000 active; active = well fitted inhibition curve with a large enough effect in the polarisation, with a control signal flat; inconclusive = small, poorly fitted or top-dose-only effect, or effect the other way, or a change in a side signal; inactive = no such curve, though single readings can be large or run the other way; the % refers to the polarisation;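 note: polarization taken with two DNA probes labelled with fluorescein and Texas red; potency is the fitted concentration of half-maximal effect; % of control where 0% means no effect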
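His-tagged ERG Ets domain (1 uM in the protein solution; 300mM KCl, 50mM Tris-HCl, 1mM EDTA, 1mM DTT, pH 7.5) received compound, then a probe mix of 5 nM fluorescein-DNA and 100nM Texas-615-DNA. Fluorescence polarization was read for both dyes.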
Anesthetic bind – candidate novel general anesthetic via apoferritin binding; Potency, µM (top dose mostly 77.5 µM), for the others: at the highest dose activity change, negative = displacement, usual class: inhibitors; AID 485281; P02791; apoferritin/1-aminoanthracene competitive binding, fluorescence; 0.074% of 350,000 active; note: potency is the fitted concentration of half-maximal effect; % is set by controls: 0 for no effect and ±100 for the full control effect; nearly all actives have a fitted effect of over 20% in size
Target sequence (P02791 2-175 limits assumed): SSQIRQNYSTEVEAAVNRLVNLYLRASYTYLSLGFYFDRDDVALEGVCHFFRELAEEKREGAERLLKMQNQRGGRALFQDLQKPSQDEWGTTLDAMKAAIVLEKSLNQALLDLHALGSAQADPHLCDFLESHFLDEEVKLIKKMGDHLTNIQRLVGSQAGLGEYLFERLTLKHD
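Horse-spleen apoferritin (10 uM) was mixed with 50% saturated 1-aminoanthracene in PBS, exposed to compounds for 10 min at room temperature, and read for fluorescence (ex 380 nm, em 535 nm). Competitive displacement was fitted with a four-parameter Hill equation.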
* hit, by the source's call; ? = inconclusive; . = no result given; & = joins results of further samples; [ ] = another dose, or the depositor's remark. Unless noted, calls come from the whole dose curve; as a rule, active = well fitted curve in the direction sought with a large enough effect; inconclusive = small, poorly fitted or top-dose-only effect, or another doubt; inactive = no such curve, though single readings can be large; an effect the other way counts as inactive or inconclusive.

SMILES	BLM helicase inh	TRHR ag	ALOX12 inh	POLI inh	POLK inh	Pol beta inh	APEX1 inh	ERG-DNA inh	Anesthetic bind
O=C1C=C(c2ccc(-c3ccccc3)cc2)C[C@@H](c2ccc(F)cc2)C1	.	0.1	-3%	30%	0%	.	0%	7%	.
Nn1c(SCc2cccc(Br)c2)nnc1-c1cccnc1	0%	0.3	42%[activator]	29%	4%	-14%	2%	7%	2%
O=C(Cn1c(=O)oc2ccccc21)NC(=O)NCc1ccco1	-4%	0.2	0%	-17%	-11%	3%	0%	6%	-12%
O=C(CSCc1ccc([N+](=O)[O-])cc1)NC1CC1	1%	-0.5	-24%	-9%	-8%	-28%	-1%	5%	1%
CCCOc1ncnc2c1[nH]c1ccc(C)cc12	-3%	0.0	.	5%	-5%	-14%	19%	-9%	6%
COc1ccc(CNc2nc(-c3ccccc3)nn2C(=O)c2ccccc2OC)cc1	-7%	-0.6	-23%	?	9%	?	.	2%	-12%
CC(C)(C)c1ccc(-n2ncc3c2CCCC3NC(=O)c2ccncc2)cc1 (centres undefined)	.	.	142%[activator]	18%	-1%	.	.	23%	.
Cc1oc2ncn(CC(C)C)c(=O)c2c1C(=O)N1CCN(c2ccccc2F)CC1	-5%	1.3	-2%	-13%	5%	12%	.	-1%	-12%
CCOC1=NN(c2ncc(C(F)(F)F)cc2Cl)C(=O)/C1=C/N(C)C	2%	-0.2	8%	23%	0%	-1%	-4%	6%	-1%
CCOc1ccc(-c2nnc(N)s2)cc1	1%	-1.1	27%	?	-2%	6%	-1%	.	-3%
CCCCN(CC)CCCNC(=O)c1cn(CC)c2ccc(S(=O)(=O)N3CCc4ccccc4C3)cc2c1=O	4%&-6%	-0.4&-0.5	-20%&-15%	66%&-8%[activator]	-13%&-7%	48%&21%[activator]	12%	-9%&4%	-13%&-10%
Cc1ccc(C)c(OCC(=O)Nc2ccc(N3CCOCC3)cc2)c1	-4%	0.1	-4%	198%[activator]	-4%	1%	-5%	6%	-18%
Cc1ccc2oc(C(=O)NCC(c3ccco3)N3CCCC3)c(C)c2c1 (centres undefined)	-6%	-0.2	-2%	-28%	-12%	2%	-18%	9%	-15%
O=C(c1cccs1)N1CCN(C(=O)N2CCOCC2)CC1	-1%	0.3	-13%	-2%	-12%	0%	-1%	1%	-8%
CC(NC(=O)Nc1ccc(F)cc1)C(c1cccs1)N1CCCC1 (centres undefined)	-2%	1.1	1%	28%	-2%	6%	0%	9%	-8%
COc1ccc(/C=C2\SC(=S)N(CCC(=O)N(CCO)Cc3ccccc3)C2=O)cc1OC	-8%	4.6	?	-24%	-19%	-13%	15%	30%[activator]	-12%
COc1ccc(OCC(O)CN(C2CCCCC2)C2CCCCC2)cc1 (centres undefined)	1%	0.1	-5%	?	-19%	23%	-1%	-2%	-16%
O=C(CSc1nc(-c2ccco2)cc(C(F)(F)F)n1)NCCc1ccccc1	-4%	0.0	0%	4%	-16%	-24%	-2%	-9%	-18%
O=C(NNc1c2ccccc2nc2ccccc12)c1ccc(O)cc1O	-21%	0.3	-7%	-20%	-16%	?	?	?	-22%
CC(=O)Nc1ccc(S(=O)(=O)NCCc2csc3nc(-c4ccc(Cl)cc4)nn23)cc1	2%	1.0	-24%	39%[activator]	-4%[60.1 µM]	19%	.	1%	0%
CCOC(=O)C1(Cc2cccc(OC)c2)CCCN(C(=O)CCSC)C1 (centres undefined)	-1%	0.3	3%	34%[activator]	-1%	14%	-7%	6%	-10%
COC(=O)[C@H](Cc1c[nH]c2ccccc12)NC(=O)NCc1ccc(OC)cc1	-4%	0.7	0%	-13%	4%	8%	18%	-3%	-6%
Cc1cc(C)c2oc(-c3ccc(Cl)c(NC(=O)c4ccc(C#N)cc4F)c3)nc2c1	-1%	0.8	0%	11%	0%	-9%	3%	-15%	5%
COc1cccc(CNn2c(-c3cccc(C)c3)nc3ccccc3c2=O)c1O	-9%	-0.6	-4%	56%[activator]	5%	17%	13%	10%	-18%
CN(C)c1ccnc(C(=O)O)c1	-14%	0.6	2%	48%[activator]	-2%	16%	13%	10%	0%
O=C(NC(=S)Nc1ccc(N2CCOCC2)cc1)c1cncc(Br)c1	-5%	0.2	?	21%	-9%	-1%	4%	-6%	-9%
Cc1cc(C)c(S(=O)(=O)Nc2ncn[nH]2)c(C)c1	2%	0.6	-25%	42%[activator]	-2%	0%	-10%	-9%	-5%
COC(=O)c1cc(C(=O)N2CCN(c3ncccn3)CC2)cc([N+](=O)[O-])c1	-5%	0.4	-23%	-17%	6%	27%	-5%	5%	4%
CSCC[C@H](NC(=O)OC(C)(C)C)c1nnc(SCc2ccc(F)cc2)o1	-4%	0.5	-9%	10%	-5%	3%	0%	-5%	-22%
O=C(Nc1ccc2c(c1)N(S(=O)(=O)c1cccs1)CCC2)c1c(F)cccc1F	.	0.5	-3%	4%	-17%	.	13%	13%	.

An excerpt from above in order of the POLI inh value, smallest number first.
| Compound | BLM helicase inh | ALOX12 inh | POLI inh | POLK inh | Pol beta inh | APEX1 inh | ERG-DNA inh | Anesthetic bind |
| --- | --- | --- | --- | --- | --- | --- | --- | --- |
| COc1ccc(/C=C2\SC(=S)N(CCC(=O)N(CCO)Cc3ccccc3)C2=O)cc1OC | -8% | ? | -24% | -19% | -13% | 15% | 30%[activator] | -12% |
| O=C(Nc1ccc2c(c1)N(S(=O)(=O)c1cccs1)CCC2)c1c(F)cccc1F | . | -3% | 4% | -17% | . | 13% | 13% | . |
| O=C(NC(=S)Nc1ccc(N2CCOCC2)cc1)c1cncc(Br)c1 | -5% | ? | 21% | -9% | -1% | 4% | -6% | -9% |

Further compounds:
SMILES	BLM helicase inh	TRHR ag	ALOX12 inh	POLI inh	POLK inh	Pol beta inh	APEX1 inh	ERG-DNA inh	Anesthetic bind
CC(/C=C/c1ccccc1)=N\NC(=O)Cn1cncn1	-3%	-0.1	?	?	-12%	1%	-4%	4%	-7%
O=C(COC(=O)CNC(=O)c1ccccc1)Nc1ccc(S(=O)(=O)N2CCOCC2)cc1	-6%	0.0	11%	169%[activator]	1%	?	?	0%	-11%
O=c1oc2ccc3ccccc3c2cc1-c1nnc(Nc2ccc(Cl)cc2Cl)s1	-2%	-0.5	-16%	38%[activator]	-2%	-1%	.	-4%	-6%
O=C(Nc1ccccc1)c1nsnc1C(=O)Nc1ccccc1	-22%	0.4	-1%	1%	2%	-9%	-5%	0%	-14%
CCOc1ccccc1NC(=O)N1CCC(NC(=O)c2ccccc2C)CC1	0%	-0.1	-11%	12%	0%	15%	-1%	-8%	-9%
COc1ccc(CN2CCN(c3ncnc4sc5c(c34)CCCC5)CC2)cc1F	-8%	-0.4	4%	14%	9%	26%	.	0%	-14%
CS(=O)(=O)Nc1ccc(C(=O)N2CCN(c3ccccc3)CC2)cc1	-3%	0.1	27%	3%[58.9 µM]	-3%	33%	-5%	-8%	-3%
Cc1ccc(C(=O)N/N=C\c2cccnc2)s1	3%	0.3	475%[activator]	17%	-8%	-14%	12%	-5%	-14%
COc1ccc(CCNC(=O)CN(c2ccc(OC)cc2)S(C)(=O)=O)cc1	2%	-0.3	9%	62%[activator]	-1%	0%	?	1%	-6%
CCOc1ccc(S(=O)(=O)NCCC(=O)N2CCCC(C)C2)cc1 (centres undefined)	.	0.0	5%	27%	2%	.	32%	16%	.
COc1ccc(C(=O)NCc2ccc3c(c2)CCN3C(C)=O)cc1OC	2%	0.0	?	14%	-3%[60.1 µM]	7%	.	0%	3%
Cc1cc(Cl)ccc1NC(=S)NCC(O)c1ccccc1 (centres undefined)	0%	1.3	?	111%[activator]	-7%	25%	1%	3%	-9%
CCCCN(CC)CCCNC(=O)C1c2ccccc2C(=O)N(C)C1c1cn(C)c2ccccc12 (centres undefined)	-4%	0.6	0%	-4%	0%	-2%	-1%	-1%	-14%
COCC(C)NS(=O)(=O)c1ccc(C(=O)NCCCn2ccc3ccccc32)cc1 (centres undefined)	2%	1.0	5%	21%	-2%	37%	-4%	-1%	-15%
Cn1c(=O)c2c(nc(SCC(=O)c3ccc(F)cc3)n2C)n(C)c1=O	-1%	-0.4	-9%	195%[activator]	-16%	-1%	-1%	-3%	-6%
COc1ccc(CNc2cc(-c3ccccc3Cl)ncn2)c(OC)c1	-4%	.	?	.	-4%[60.1 µM]	.	-6%	.	.
COc1ccc(CNC2CC(C)N(C)CC2C)cc1OC (centres undefined)	2%	0.4	?	-4%	0%	17%	-8%	-4%	-5%
NCC(=O)c1cccc2ccc[n+]([O-])c12	-5%	1.2	-1%	52%[activator]	-7%	6%	-9%	6%	4%
O=C(Nc1cc(S(=O)(=O)N2CCCC2)ccc1Cl)c1ccncc1	.	.	9%	7%	1%	.	19%	5%	.
CN(C)CCc1c[nH]c2ccc(CS(=O)(=O)N3CCCC3)cc12	-13%	.	70%[activator]	.	0%[60.1 µM]	.	-3%	.	-1%
N=c1sccn1CC(=O)Nc1ccc([N+](=O)[O-])cc1Cl	4%	-0.5	6%	-11%	-20%	-1%	?	-2%	-4%
O=C(CCCCCN1C(=O)c2cccc3cccc(c23)C1=O)NCc1ccco1	-4%	-2.0	410%[activator]	6%[58.9 µM]	-7%	5%	-3%	7%	0%
COc1ccc(NC(=O)c2cccc3cccnc23)cc1S(N)(=O)=O	-7%	-1.1	0%	-4%	-16%	10%	2%	-6%	-13%
C#CCN1C(=O)C(O)(CC(=O)c2ccc(OC)c(OC)c2)c2ccccc21 (centres undefined)	-3%	0.2	0%	21%	-25%	12%	-5%	-8%	-3%
Cc1ccc(/C=N/NC(=O)CC2N=C(Cc3ccccc3)NNC2=O)cc1 (centres undefined)	.	.	9%	-7%	-7%	.	.	-8%	.
CN1C2CCC1CC(NC(=O)CSCc1ccc(Cl)cc1Cl)C2 (centres undefined)	1%	-0.9	0%	-18%	-5%	-11%	0%	?	-4%
O=C(Nc1nccs1)C1CCCCN1S(=O)(=O)c1ccccc1 (centres undefined)	-3%	0.5	-1%	9%	-10%	8%	1%	-5%	-11%

Only part of the results is shown; the hit share may differ from the screen's.
